Compound activity from PubChem.
KCNH2 3.1 block: blocks the human KCNH2 3.1 channel isoform; 340,000 tested, 0.95% active; AID 720553; U2OS KCNH2 3.1, thallium flux FluxOr; active compounds read low; activity change, % (tested at about 1.8 µM);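 active means maximum activity change below -70%; inconclusive means maximum activity change from -70% to -50%; inactive means maximum activity change above -50%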;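 further: thallium influx rate constant from kinetic fluorescence after stimulation buffer; on the % scale 0 is the no-effect control and ±100 the full control effect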
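We transduce U2OS cells with the mutant 3.1 virus, culture them overnight, load FluxOr with Red40 quencher for 45 min, then add stimulation buffer and read kinetically for 2 min to derive a normalized rate constant.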
TSHR antagonist: antagonists of human thyroid stimulating hormone receptor; P16473; TSHR-expressing cells, TSH-stimulated cAMP HTRF, 2 h; active compounds read low; activity change, negative = inhibition, % at 11.5 µM; 330,000 tested, 0.2% active;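 active means activity change below a set negative limit, meaning inhibition stronger than a set level, cut at about -70% in these data; inconclusive means activity change between two set negative limits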; further: on the % scale 0 is the no-effect control and ±100 the full control effect
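Competitive HTRF cAMP read-out (cryptate anti-cAMP antibody, cAMP-d2; 30 min, room temperature) in freshly harvested TSHR cells. Compounds added before TSH at EC80 (4nM final), followed by 2 hours' incubation at 37 deg C.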
Eya2 inh: inhibitors of human Eya2 phosphatase activity; O00167; recombinant Eya2, OMFP fluorescence dephosphorylation (OMFP is methylfluorescein phosphate); Potency, µM (top dose mostly 76.9 µM), for inactives: at the highest dose activity, negative = inhibition, usual class: inhibitors; 330,000 tested, 0.006% active; AID 488837; further: potency means the concentration at half of the fitted maximal effect; on the % scale 0 is the no-effect control and ±100 the full control effect
Target sequence (O00167 whole entry, looked up): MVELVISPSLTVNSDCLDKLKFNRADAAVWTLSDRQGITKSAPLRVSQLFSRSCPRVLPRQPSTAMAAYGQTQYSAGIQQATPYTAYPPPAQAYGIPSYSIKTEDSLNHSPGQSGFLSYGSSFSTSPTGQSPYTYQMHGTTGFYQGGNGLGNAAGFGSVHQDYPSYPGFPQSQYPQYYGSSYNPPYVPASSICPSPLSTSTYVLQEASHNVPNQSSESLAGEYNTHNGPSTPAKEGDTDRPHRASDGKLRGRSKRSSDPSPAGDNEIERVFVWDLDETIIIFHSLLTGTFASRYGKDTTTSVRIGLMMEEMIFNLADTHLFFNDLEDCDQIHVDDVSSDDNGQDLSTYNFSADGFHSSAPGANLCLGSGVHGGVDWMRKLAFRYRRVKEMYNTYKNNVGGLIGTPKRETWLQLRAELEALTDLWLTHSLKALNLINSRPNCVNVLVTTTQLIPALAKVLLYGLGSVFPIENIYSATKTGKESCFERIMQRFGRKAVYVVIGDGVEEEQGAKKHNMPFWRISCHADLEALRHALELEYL
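Eya2 protein (added as 0.2 uM solution) was preincubated with compound for 10 min at ambient temperature in 50 mM HEPES pH 7.5, 50 mM NaCl, 5 uM MgCl2, 0.05% BSA, 1 mM DTT. OMFP (added at 50 uM) then reacted 10 min; fluorescence read at 485/525 nm.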
AT treatment: potential ataxia-telangiectasia treatments restoring KAP-1 phosphorylation | […] A-T fibroblasts, KAP-1 phosphorylation AlphaLISA; neocarzinostatin DNA damage 30 min before lysis | Potency, µM (series often up to 57.5 µM), inactives show at the highest dose activation, most hits filed as activators | 320,000 tested, 0.19% active; further: potency means the concentration at half of the fitted maximal effect; % of control where 0% means no effect; nearly all actives have a fitted effect of over 45% in size
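hTERT-immortalized A-T patient fibroblasts ([…]), 500 cells/well in OPTI-MEM, 1% FBS, got compounds for 60 min, then NCS for 30 min at 37C. Lysates were then assayed for phospho-KAP-1 by AlphaLISA (anti-pKAP1 donor, anti-KAP1 acceptor beads), 6 hr at 25C.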
TRPV1 ag: human TRPV1 agonism. TRPV1-expressing cells, Fluo-8 calcium influx, agonist mode. AID 540275. 320,000 tested, 0.19% active. Q8NER1. activation, % at 8.33 µM; in the data active means activation above about 80%; inconclusive means between about 30% and that limit; further: 0% is about no effect
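Fluo-8 calcium influx in TRPV1-expressing cells, kinetic read (ex 480/em 520 nm). Compound added and read 3 min for agonist activity, followed by capsaicin at EC20 final and 2 min further read for enhancement.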
USP2a inh: inhibitors of human ubiquitin-specific protease USP2a; O75604; USP2 core, Ub-CHOP2 coupled fluorogenic reporter, 485/531; Potency, µM (top dose mostly 38.3 µM), without a hit: at the top dose activity change, negative = inhibition, most hits filed as inhibitors; 330,000 tested, 0.01% active;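 further: potency means the concentration at half of the fitted maximal effect; plate controls were DMSO wells for no effect and full inhibition by NEM control for full effect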
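USP2 core (10nM final) preincubated 30min RT with compound in 20mM Tris-HCl pH 8.0, 2mM CaCl2, 2mM beta-mercaptoethanol, 0.05% CHAPS; 25nM Ub-CHOP2 plus 25nM reporter substrate added, fluorescence (Ex485/Em531) read after 60min.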
TCR act: T cell receptor activation; primary human leukocytes, anti-CD3, IL-2 HTRF, 48 h; Potency, µM (highest dose often 9.22 µM), for the others: at the top dose activation of IL-2 secretion, usual class: activators; 330,000 tested, under 10 active; AID 504894; further: % of control where 0% means no effect
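48 hr co-incubation of compounds, a-CD3 beads and primary human leukocytes; IL-2 quantified homogeneously by HTRF with anti-IL-2 K and d2 conjugates.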
Mito fusion yeast: blocks mitochondrial division or promotes mitochondrial fusion; S. cerevisiae fusion-defective mutant growth rescue, CellTiterGlo 48 h; Potency, µM (top dose mostly 46.1 µM), without a hit: top-dose growth rescue (activation), most hits filed as activators; 320,000 tested, 0.23% active;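 further: potency means the concentration at half of the fitted maximal effect; % of control where 0% means no effect; nearly all actives have a fitted effect of over 45% in size; temperature-sensitive fusion mutants such as fzo1-1 at 37 °C on non-fermentable ethanol glycerol medium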
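Temperature-sensitive fusion-defective S. cerevisiae (e.g. fzo1-1, mgm1-5) were grown with compound in YPEG medium (3% ethanol, 3% glycerol) for 48 hours at 37C. Growth rescue was measured as viability by CellTiterGlo luminescence after 10 minutes at ambient.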
hERG WT inh: inhibitors of human wildtype KCNH2 potassium channel; Q12809; U2OS, BacMam KCNH2, thallium flux FluxOr; active compounds read low; activity change, % at 1.84 µM; 340,000 tested, 0.37% active;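 active means maximum activity change below -70%; inconclusive means maximum activity change between -70% and -50%; inactive means maximum activity change above -50%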; further: on the % scale 0 is the no-effect control and ±100 the full control effect
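U2OS cells were transduced with wild-type KCNH2 virus (2.03 x 10^8 / mL) for 4 h at room temperature, then cultured overnight at 37 C. Thallium flux was read with FluxOr dye. Rate constants were normalized to DMSO controls.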
ELG1 DNA repair: ELG1-dependent DNA repair inhibition; Potency, µM (top dose mostly 46.1 µM), for the others: at the top dose activity change, negative = inhibition, actives largely listed as inhibitors; AID 504467; 330,000 tested, 2.3% active; HEK293T ELG1-luciferase reporter, luminescence, 16 h; DNA damage induced by 5-fluorouridine; further: potency means the concentration at half of the fitted maximal effect; on the % scale 0 is the no-effect control and ±100 the full control effect; nearly all actives have a fitted effect of over 55% in size
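Luminescence from the luciferase reporter, measured 30 min after ONE-Glo reagent at room temperature, was the read-out. Beforehand, 2,000 cells per well were exposed for 16 hr at 37 °C to 5-fluorouridine together with compound or vehicle.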
Numbers without * were called inactive; ? = inconclusive; · = no result given; [ ] = dose if it differs, or a comment. Unless noted, the call rests on the fitted dose curve; in most records, active means well fitted curve in the direction sought with a large enough effect; inconclusive means small, poorly fitted or top-dose-only effect, or another doubt; inactive means no such curve, though single readings can be large; an effect the other way counts as inactive or inconclusive.

SMILES	KCNH2 3.1 block	TSHR antagonist	Eya2 inh	AT treatment	TRPV1 ag	USP2a inh	TCR act	Mito fusion yeast	hERG WT inh	ELG1 DNA repair
CCCCc1cc(=O)oc2c3c(cc(OCC(=O)NCCCO)c12)OC(C)(C)CC3	1	-11	-5%	-17%	1	4%	8%	7%	-13	-2%
CCn1c(SCC(=O)NC(C)(C)C)nnc1-c1ccoc1C	-1	-9	2%	·	-6	0%	-3%[46.1 µM]	-5%	-10	6%
Cc1nc(SCC(=O)NCc2ccc(F)cc2)c2c(=O)n(C)c(=O)n(C)c2n1	-12	23	9%	14%	-6	1%	3%	-1%	33	-18%
COC(=O)c1ccc(CSc2nnc(-c3ccncc3)o2)cc1	10	0	2%	-4%	2	0%	-8%	3%	-9	2%
COC(=O)C1SCC2C(=O)N(Cc3cccc(C)c3)CC(=O)N21 (configuration not stated)	8	-2	9%	0%	2	6%	0%	3%	·	-18%
O=C(N/N=C/c1cc([N+](=O)[O-])ccc1O)Nc1ccccc1	-2	-5	10%	0%	1	1%	-2%	-6%	3	?
Cc1cccc(NC(=O)CSc2nnnn2-c2cccnc2)c1	12	4	-9%	5%	-2	2%	1%	-1%	39	?
O=C(NCC1CCCO1)c1onc(CSc2cccc3ccccc23)c1C(=O)O (configuration not stated)	13	2	-7%	4%	3	0%	-4%	1%	-16	2%
CC1CCCN(c2ccc3nncn3n2)C1 (configuration not stated)	-1	-5	-5%	-7%	-3	0%	-4%	9%	6	2%
Cc1ccc(S(=O)(=O)c2c(C)nn(C(C)(C)C)c2OC(=O)C2CCCC2)cc1	-5	4	-6%	5%	27	3%	-8%	-1%	-1	-12%
CCOC(=O)c1cc2sccc2n1CC(=O)OC	7	12	0%	-5%	1	2%	1%	-4%	9	3%
COc1ccc(CC(=O)NCCC(C)C)cc1S(=O)(=O)N1CCOCC1	-12	-1	1%	7%	-1	13%	0%	2%	6	-5%
COc1ccc(Cn2nnc3c(=O)[nH]c(C4CCN(C(=O)c5ccccc5Cl)CC4)nc32)cc1	-30	0	-7%	0%	1	1%	-1%	3%	13	?
CCOc1ccc2ccccc2c1C1NC(=O)NC(C)=C1C(=O)OCCOC (configuration not stated)	10	6	-13%	5%	-2	0%	1%	2%	-1	3%
O=C(CN1CCN(c2ccc(F)cc2)CC1)NC(=O)NCc1ccco1	0	-9	-26%	-2%	1	1%	-1%	-1%	-2	2%
COc1ccc(C(C)NC(=O)CC23CC4CC(CC(C4)C2)C3)cc1 (configuration not stated)	-31	14	-25%	-4%	?	1%	0%	6%	-13	-13%
COc1ccc(CC(=O)NCCS(=O)(=O)N2CCN(c3ccccc3)CC2)cc1OC	11	-9	-21%	0%	?	-1%	2%	1%	23	?
Cc1ccc(-n2ncc(Cl)c2C(=O)NCc2ccccc2)cc1	-5	13	-4%	34%	?	-1%	-6%	27%	1	?
Cc1cc(-c2ccc(C(C)C)c(S(=O)(=O)N3CCN(c4ccccc4)CC3)c2)on1	3	-37	-2%	8%	16	-1%	-5%	5%	-13	?
CC(=O)c1cn(N(C)c2ncc(C(F)(F)F)cc2Cl)c(=O)[nH]c1=O	4	12	17%	-3%	-2	-1%	-5%	-6%	3	16%
CCC(Cc1ccccc1)NC(=O)c1cc(S(=O)(=O)N2CCCCC2)c[nH]1 (configuration not stated)	-7	-3	11%	-2%	5	1%	2%	0%	-15	-3%
O=C(NCc1ccccc1)c1ccc(CS(=O)(=O)Cc2ccc(F)cc2)o1	8	-7	-6%	16%	3	5%	0%	-1%	-8	12%
COc1ccc(C2C(C(=O)N3CCN(c4ccccc4F)CC3)c3ccccc3C(=O)N2C)cc1 (configuration not stated)	0	-5	-3%	6%	-9	0%	2%	-25%	-2	?
NC(=O)CSc1nc2ccccc2c(=O)n1Cc1ccccc1	-3	38	10%	-11%	0	5%	-5%	1%	20	5%
Cc1ccc(-c2csc(NC(=O)CSc3nc(C)cs3)n2)cc1	-24	9	-9%	3%	6	-13%	8%[46.1 µM]	3%	7	?

Look-ups from the results shown.
COc1ccc(CC(=O)NCCS(=O)(=O)N2CCN(c3ccccc3)CC2)cc1OC in hERG WT inh: 23
CC(=O)c1cn(N(C)c2ncc(C(F)(F)F)cc2Cl)c(=O)[nH]c1=O in TRPV1 ag: -2
COc1ccc(CC(=O)NCCC(C)C)cc1S(=O)(=O)N1CCOCC1 in TSHR antagonist: -1

Back to the main list, starting 4 compounds before the break.
SMILES	KCNH2 3.1 block	TSHR antagonist	Eya2 inh	AT treatment	TRPV1 ag	USP2a inh	TCR act	Mito fusion yeast	hERG WT inh	ELG1 DNA repair
O=C(NCc1ccccc1)c1ccc(CS(=O)(=O)Cc2ccc(F)cc2)o1	8	-7	-6%	16%	3	5%	0%	-1%	-8	12%
COc1ccc(C2C(C(=O)N3CCN(c4ccccc4F)CC3)c3ccccc3C(=O)N2C)cc1 (configuration not stated)	0	-5	-3%	6%	-9	0%	2%	-25%	-2	?
NC(=O)CSc1nc2ccccc2c(=O)n1Cc1ccccc1	-3	38	10%	-11%	0	5%	-5%	1%	20	5%
Cc1ccc(-c2csc(NC(=O)CSc3nc(C)cs3)n2)cc1	-24	9	-9%	3%	6	-13%	8%[46.1 µM]	3%	7	?
COCCn1c(=O)[nH]c2cc(C(=O)N3CCN(c4ccc(Cl)cc4)CC3)ccc2c1=O	9	-12	-15%	-1%	3	0%	-5%	1%	8	18µM*
N#CCCN(Cc1cccs1)C(=O)c1ccc(Cl)cc1	-1	0	8%	-8%	·	0%	-2%	-3%	-22	2%
CNc1c(NS(=O)(=O)c2ccc(Br)cc2)c(=O)oc2ccccc12	-20	2	-5%	-5%	4	3%	1%	3%	-8	?
COc1ccc(CC(=O)N2CCN(S(=O)(=O)c3ccc(Cl)s3)CC2)cc1	1	-4	5%	14%	7	3%	·	1%	-13	-3%
Cc1ccc(C(=O)c2coc3ccc(O)c(CN(C)C)c23)cc1	-35	6	7%	3%	0	-1%	-5%	-4%	6	-15%
COc1cccc(NC(=O)C2Cc3ccccc3CN2C(=O)c2ccco2)c1 (configuration not stated)	-4	26	16%	0%	4	-3%	0%	12%	0	?
C/C=C(\C)CN1CCN(c2ccc(C)cc2)CC1	10	-8	6%	·	-1	-2%	-3%	0%	-30	-6%
Cc1cc(C)c(Nc2ncccc2C(=O)O)c(C)c1	-1	3	15%	-4%	-2	0%	8%	-2%	-2	3%
CCN(CC(=O)NCc1cccs1)S(=O)(=O)c1ccc(NC(C)=O)cc1	-47	9	-5%	5%	-3	1%	9%	-2%	-3	8%
CCc1cc(=O)oc2cc(C)cc(OCC(=O)N[C@@H](CSCc3ccccc3)C(=O)O)c12	-5	-4	3%	0%	2	4%	-7%	2%	3	?
CSc1ccccc1OCc1cc(C(=O)NCC(C)(C)N2CCOCC2)no1	4	4	-15%	2%	20	0%	8%	0%	-24	-8%
COc1cccc(N2CCN(C(=O)c3oc4ccccc4c3NC(=O)Cc3ccc(OC)c(OC)c3)CC2)c1	-31	1	-11%	-2%	9	0%	3%	1%	7	16µM*
CN(C(=O)COc1cccc(C#N)c1)C1CCS(=O)(=O)C1 (configuration not stated)	14	5	2%	-1%	-3	0%	-14%	-2%	-11	11%
COc1ccc(S(=O)(=O)N2CCCCCC2)cc1C(=O)Nc1ccccn1	-6	9	3%	-5%	14	2%	-1%	-3%	-6	-6%
Cn1nnnc1SCc1ccc(Cl)cc1	34	1	-21%	10%	2	1%	-5%	-16%	-1	11%
Cn1c(N)c(C#N)c2c(c1=S)COC(C)(C)C2	-16	-16	2%	1%	-5	0%	-5%	-1%	-9	?
O=S(=O)(c1ccc2c(c1)OCCCO2)N1CCNCC1	14	-2	-1%	-5%	6	-1%	-3%	-3%	-7	21%
Cc1cc(C(=O)N2CCCC(N3CCN(c4ccccc4C)CC3)C2)n(C)n1 (configuration not stated)	-2	4	1%	-7%	1	2%	-5%	-1%	-7	-5%
CC(=O)c1ccc(NC(=O)CSc2nccn2CCc2ccccc2)cc1	-8	-6	-37%	-4%	15	-3%	-3%	0%	2	?
CCOc1cc(C2C3=C(CCCC3=O)N(CC(=O)O)C3=C2C(=O)CCC3)ccc1OC	0	-11	3%	15%	-2	2%	-5%	1%	23	10%

A portion of the library; count on the stated rates, not on these rows.
